UHRF1 MBD2 ctr – human UHRF1 methylated DNA binding inhibitors. inhibition, % at 4.4 µM. Q96T88. 370,000 compounds, 0.75% hits. AID 687016. UHRF1 binding to methylated oligo, TR-FRET; in the data active = inhibition above about 21%;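 also: UHRF1 SRA domain binding a hemimethylated CpG hairpin DNA probe; 0% = median of test compound wells and 100% = reference inhibitor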
Rev-erbA mod – Rev-erb alpha (human) modulation. Rev-erbα–FITC-DNA binding, fluorescence polarization, 90 min. activity, % at 10 µM. 370,000 compounds, 0.79% hits. AID 1259318;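 active = activity above about 14%, limit read from the data; passing the limit was not always enough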;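 also: 0% = DMSO wells with 35 nM protein and 100% = DMSO wells with 750 nM protein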
sPLA2-III inh – Inhibits HGIII-sPLA2 liposome hydrolysis, primary screen | Q9NZ20 | QFRET BODIPY PC-A2 liposome hydrolysis, fluorescence | inhibition, % at 12.2 µM | 370,000 compounds, 0.56% hits;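 active = inhibition above mean plus 3 SD of compounds lying within the high and low control bounds, cut at about 19% in these data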;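 also: 0% = median of test compound wells and 100% = no enzyme DMSO wells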
ARFGAP1 inhibitor – inhibitors of rat ARFGAP1; 360,000 compounds, 0.26% hits; Q62848; Arfgap1-stimulated ARF1 GTP hydrolysis, GDP FP detection; inhibition, % at 16.5 µM;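 active = inhibition above a per-plate limit, mean inhibition of low control wells plus 3 SD, cut at about 25% in these data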;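 also: 0% = DMSO wells with enzyme and 100% = wells lacking Arfgap1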
Target sequence (Q62848 1-136 limits assumed): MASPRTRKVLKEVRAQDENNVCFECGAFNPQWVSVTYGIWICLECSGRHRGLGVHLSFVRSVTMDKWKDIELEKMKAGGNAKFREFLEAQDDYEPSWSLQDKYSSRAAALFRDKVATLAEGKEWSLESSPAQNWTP
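Material – truncated rat Arfgap1 GAP domain · Buffer or medium – HEPES-based buffer, pH 7.5 · Reagent – human ARF1(Δ1-17)-GTP substrate · Dosing – 16.5 µM single point, 1.26% DMSO · Schedule – GTP hydrolysis reaction 2 h at 25 °C · Technique – GDP detection by fluorescence polarization · Benchmarks – No-Arfgap1 wells (100%) versus DMSO full-reaction wells (0%) · Repeats – single replicate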
ASAP1 GAP inh – blocks human ASAP1-stimulated Arf1 GTP hydrolysis; 360,000 compounds, 0.19% hits; Q9ULH1; GDP FP detection; inhibition, % at 16.5 µM; in the data active = inhibition above about 25%;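 also: 0% = vehicle with enzyme and substrate and 100% = no enzyme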
Target sequence (Q9ULH1 325-724 limits assumed): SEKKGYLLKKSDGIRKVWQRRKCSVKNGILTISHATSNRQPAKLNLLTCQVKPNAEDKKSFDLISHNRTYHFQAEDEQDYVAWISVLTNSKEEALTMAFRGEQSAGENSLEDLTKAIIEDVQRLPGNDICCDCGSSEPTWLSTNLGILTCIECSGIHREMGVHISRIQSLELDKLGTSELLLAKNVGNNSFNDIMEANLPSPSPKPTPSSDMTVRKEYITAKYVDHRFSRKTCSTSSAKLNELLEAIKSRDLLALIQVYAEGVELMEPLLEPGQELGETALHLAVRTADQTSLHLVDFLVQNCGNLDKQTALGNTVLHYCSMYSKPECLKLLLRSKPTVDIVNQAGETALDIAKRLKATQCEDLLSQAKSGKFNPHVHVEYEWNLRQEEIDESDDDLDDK
KLK7 zymogen act – activators of human kallikrein-7 zymogen; P49862; purified proKLK7, EDANS-DABCYL substrate fluorescence; 100% is mature enzyme control, 0% vehicle; activation, % at 7 µM; 370,000 compounds, 0.9% hits; AID 652039;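 active = activation above the mean of all tested compounds plus 3 SD, computed per campaign excluding outliers beyond control limits, cut at about 13% in these data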
Tn7 DDE FP – DD(E)-Tn7 binding inhibition, primary FP screen | FP displacement of FITC-Tn7 peptide from fibrin DD(E); 0% = median of compound wells per plate | inhibition, % at 8.3 µM | 370,000 compounds, 0.13% hits | AID 720508;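 active = inhibition above the mean of compounds falling within the control limits plus 3 SD of them, cut at about 14% in these data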;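 also: 0% = plate median of compound wells and 100% = 10 µM Aha-Tn7 peptide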
Target sequence (P02675 whole entry, looked up): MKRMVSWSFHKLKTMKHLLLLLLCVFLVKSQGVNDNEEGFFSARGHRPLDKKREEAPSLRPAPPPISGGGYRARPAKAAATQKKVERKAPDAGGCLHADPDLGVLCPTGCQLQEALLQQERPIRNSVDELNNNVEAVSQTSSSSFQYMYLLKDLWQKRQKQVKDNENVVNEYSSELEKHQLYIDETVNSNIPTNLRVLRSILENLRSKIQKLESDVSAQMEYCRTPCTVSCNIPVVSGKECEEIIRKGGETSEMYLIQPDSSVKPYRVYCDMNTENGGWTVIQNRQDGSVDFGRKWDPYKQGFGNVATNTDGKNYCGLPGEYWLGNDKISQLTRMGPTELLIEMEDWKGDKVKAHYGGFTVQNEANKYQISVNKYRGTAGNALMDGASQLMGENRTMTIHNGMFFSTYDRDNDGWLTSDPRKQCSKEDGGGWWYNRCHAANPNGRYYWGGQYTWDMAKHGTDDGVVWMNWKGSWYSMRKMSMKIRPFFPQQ
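Assay system: Human fibrin DD(E) protein | Medium: Tris buffer with calcium and detergent, pH 7.8 | Reagent: 0.1 µM fluorescent Tn7 | Compound dosing: Single point at 8.3 µM | Times: 10 min preincubation, 3 h with tracer, room temperature | Detection: Fluorescence polarization of the labelled Tn7 tracer | Controls: Aha-Tn7 high control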
Tn6 DDE FP – disrupts Tn6 cyclic peptide binding to fibrin D-Dimer-E complex | Fibrin DD(E) TRITC-Tn6 fluorescence polarization displacement | inhibition, % at 8.3 µM | 370,000 compounds, 0.21% hits;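 active = inhibition above a per-campaign cutoff: mean of compounds within control limits plus 3 SD, cut at about 15% in these data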;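 also: 0% = median of all compound wells on the plate and 100% = blocking peptide control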
PLC-gamma1 inh – inhibitors of human phospholipase C gamma1; purified PLC-gamma1, fluorogenic substrate, fluorescence; inhibition, % at 12.2 µM; 370,000 compounds, 0.84% hits; AID 720700; in the data active = inhibition above about 9.5%
PLCb3 inh – PLC-beta3 (human) inhibition, primary screen. inhibition, % at 12.2 µM. Q01970. 370,000 compounds, 0.18% hits. Purified PLC-beta3, fluorogenic substrate, fluorescence; in the data active = inhibition above about 11%;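 also: 0% = median of compound wells on plate and 100% = full blocker control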
The depositor's hits bear a star; i = inactive; . = not tested or not shown.

| SMILES | PLC-gamma1 inh | ASAP1 GAP inh | KLK7 zymogen act | Rev-erbA mod | sPLA2-III inh | UHRF1 MBD2 ctr | Tn6 DDE FP | Tn7 DDE FP | ARFGAP1 inhibitor | PLCb3 inh |
| --- | --- | --- | --- | --- | --- | --- | --- | --- | --- | --- |
| CC(C)N(Cc1nc(-c2ccc(Cl)cc2)no1)Cc1nccn1C | 1 | -12 | 0.2 | -3 | -3 | 14 | 2 | -4 | 25* | -2 |
| CN(C)S(=O)(=O)c1ccc2c(c1)nc(CCC(=O)NCC(=O)Nc1ccc(F)c(F)c1F)n2C | 0 | -11 | 0.2 | 1 | -2 | 0 | 1 | -1 | 13 | 5 |
| O=C1COc2ccc(C(=O)CSc3nnc(Cc4cccs4)n3-c3ccc(Cl)cc3)cc2N1 | 3 | 0 | 0.8 | 1 | -41 | -2 | -4 | 6 | -1 | 2 |
| Cc1nc(SCC(=O)N2CCCC2=O)nc(C)c1C | 5 | -10 | 0.6 | -1 | 7 | 0 | 3 | 0 | -13 | 2 |
| CCCCCCn1c(=O)[nH]c2nc3cc(N)c(C)cc3nc2c1=O | i | 14 | 12 | 22 | -146 | -51 | -11 | 30* | 3 | i |
| COc1cccc(NC(=O)N2CCCC2C(=O)NCc2ccccc2F)c1 (configuration not stated) | 0 | 7 | -0.4 | 1 | 0 | 1 | 0 | -4 | 6 | 1 |
| OCC(O)CSc1nc(-c2ccccc2)nc2c1CCC2 (configuration not stated) | -2 | -8 | 0.6 | -3 | -7 | -4 | -6 | 5 | -5 | 1 |
| c1ccc(OCCn2c(-c3ccco3)nc3ccccc32)cc1 | -12 | 3 | -0.2 | 2 | -3 | -1 | -4 | 4 | -7 | -12 |
| COc1ccc(S(=O)(=O)N2CCOC23CCN(S(C)(=O)=O)CC3)cc1 | -5 | 2 | -0.5 | -2 | 16 | 5 | 3 | -1 | 9 | 1 |
| Cc1ccccc1NC(=O)CSCC(=O)Nc1ccccc1C | -2 | 15 | -0.2 | -1 | 0 | 0 | -3 | 3 | 1 | -1 |
| CS(=O)(=O)N(CCc1ccccc1)CC(=O)Nc1ccccc1 | -1 | 4 | 0.3 | 4 | -6 | 0 | -2 | 0 | 6 | 2 |
| CCCCN1C(=O)C(C#N)CC2=C1CC(C)(C)CC2=O (configuration not stated) | 2 | 7 | 0.7 | -5 | -75 | 3 | 4 | -2 | -11 | 3 |
| Cc1ccccc1CN1[C@@H](CC(C)C)COc2cc(Br)ccc2S1(=O)=O | 6 | -2 | 0.8 | -1 | 2 | 1 | -1 | 6 | 1 | 2 |
| COc1ccc(-c2nc(-c3ccccn3)ncc2S(C)(=O)=O)cc1 | 0 | 6 | 0.4 | -3 | -3 | -1 | 9 | -3 | 3 | 0 |
| O=C(NC(=S)N1CCOCC1)c1cc2ccccc2o1 | -2 | -2 | 0.2 | -1 | 9 | 2 | -2 | 10 | 7 | -2 |
| O=c1[nH]c(=S)[nH]cc1Oc1ccccc1 | -1 | 11 | -0.3 | 1 | 16 | 1 | 2 | 0 | -8 | -3 |
| O=C(CNc1ccc2ccccc2c1)N/N=C/c1ccncc1 | -22 | 5 | -1.8 | 15 | 20* | 1 | -9 | -8 | 10 | -38 |
| CC(=O)OC1CC2(C)C(CCC2(O)C(C)=O)C2CCC3C(Cl)C(=O)CCC3(C)C12 (configuration not stated) | -2 | -6 | -0.7 | -7 | -7 | 3 | -4 | 4 | -11 | 0 |
| O=C(/C=C/c1ccccc1[N+](=O)[O-])NCCc1ccc(F)cc1 | 0 | 2 | 0.7 | 6 | 2 | 1 | 3 | 7 | 15 | 1 |
| CCCC(=O)NCCCc1nc2ccccc2n1CCC | 0 | -2 | 0.1 | 8 | -2 | -1 | -3 | 2 | -2 | 0 |
| Cc1ccc(C)n1-c1cc(S(=O)(=O)N2CCOCC2)ccc1N1CCCC1 | -55 | 1 | -1.3 | 1 | -7 | -2 | 13 | 6 | 10 | -55 |
| COc1cccc(CNC(=O)CN(C)S(=O)(=O)c2ccc3c(c2)CC(C)N3C(C)=O)c1 (configuration not stated) | 1 | -2 | -0.6 | 3 | 6 | -3 | -4 | -6 | 3 | -3 |
| O=C(CSc1nnc(COc2ccc(Cl)cc2)o1)Nc1ccc(N2CCOCC2)cc1 | 6 | -16 | 0.3 | -5 | 1 | -2 | -6 | 1 | -1 | 0 |
| COc1ccccc1NS(=O)(=O)c1ccc(C(=O)NCC(c2ccccc2OC)N(C)C)cc1 (configuration not stated) | -1 | -10 | -0.2 | -3 | -10 | 1 | 0 | -6 | -3 | -3 |
| CCOC(=O)c1cnc(-n2nc(C)cc2C)[nH]c1=O | 1 | -17 | 0.2 | -1 | 10 | 1 | -6 | -2 | 16 | -7 |
| CC(=O)Nc1ccc(C(=O)N/N=C/C2CC3C=CC2C3)cc1 (configuration not stated) | -2 | 20 | 0.6 | -3 | 3 | -1 | -6 | 5 | 5 | -3 |
| O=C(NC1CCCCCC1)C(=S)NCCc1ccccc1 | -3 | 6 | 0.6 | -3 | 6 | 3 | 9 | 0 | 10 | -6 |
| N/C(=N\OC(=O)c1cc(-c2ccccc2)nc2ccccc12)c1cccnc1 | -2 | -4 | -0.3 | 0 | 2 | -4 | 7 | -3 | 2 | -1 |
| Cc1ccccc1-n1c(-c2ccncc2)n[nH]c1=S | -3 | 4 | 0.2 | -2 | 7 | -2 | -10 | -7 | -2 | -5 |
| O=C(O)CN1C(=O)C2C3CC(C2C1=O)C1C(c2ccc(F)cc2)c2sc(=O)[nH]c2SC31 (configuration not stated) | -8 | -2 | 0.6 | 0 | -5 | -1 | 1 | 2 | -11 | -8 |

A run of entries from further up:
| SMILES | PLC-gamma1 inh | ASAP1 GAP inh | KLK7 zymogen act | Rev-erbA mod | sPLA2-III inh | UHRF1 MBD2 ctr | Tn6 DDE FP | Tn7 DDE FP | ARFGAP1 inhibitor | PLCb3 inh |
| --- | --- | --- | --- | --- | --- | --- | --- | --- | --- | --- |
| c1ccc(OCCn2c(-c3ccco3)nc3ccccc32)cc1 | -12 | 3 | -0.2 | 2 | -3 | -1 | -4 | 4 | -7 | -12 |
| COc1ccc(S(=O)(=O)N2CCOC23CCN(S(C)(=O)=O)CC3)cc1 | -5 | 2 | -0.5 | -2 | 16 | 5 | 3 | -1 | 9 | 1 |

Marked active in sPLA2-III inh, of those listed so far:
| SMILES | PLC-gamma1 inh | ASAP1 GAP inh | KLK7 zymogen act | Rev-erbA mod | sPLA2-III inh | UHRF1 MBD2 ctr | Tn6 DDE FP | Tn7 DDE FP | ARFGAP1 inhibitor | PLCb3 inh |
| --- | --- | --- | --- | --- | --- | --- | --- | --- | --- | --- |
| O=C(CNc1ccc2ccccc2c1)N/N=C/c1ccncc1 | -22 | 5 | -1.8 | 15 | 20* | 1 | -9 | -8 | 10 | -38 |

A few values from the results shown.
CC(=O)Nc1ccc(C(=O)N/N=C/C2CC3C=CC2C3)cc1 (configuration not stated) | Tn7 DDE FP = 5
O=C(CNc1ccc2ccccc2c1)N/N=C/c1ccncc1 | PLC-gamma1 inh = -22
CCCC(=O)NCCCc1nc2ccccc2n1CCC | Tn6 DDE FP = -3
Cc1ccccc1NC(=O)CSCC(=O)Nc1ccccc1C | ARFGAP1 inhibitor = 1

Carrying on.
| SMILES | PLC-gamma1 inh | ASAP1 GAP inh | KLK7 zymogen act | Rev-erbA mod | sPLA2-III inh | UHRF1 MBD2 ctr | Tn6 DDE FP | Tn7 DDE FP | ARFGAP1 inhibitor | PLCb3 inh |
| --- | --- | --- | --- | --- | --- | --- | --- | --- | --- | --- |
| CC(=O)c1cccc(NC(=O)C2CCN(S(=O)(=O)c3cccs3)CC2)c1 | 1 | 6 | -0.3 | 1 | -1 | 0 | -3 | 2 | -10 | 6 |
| CCOc1ccc(OCCC(=O)N(CCCOC)c2c(N)n(Cc3ccccc3)c(=O)[nH]c2=O)cc1 | -3 | -7 | -0.3 | -5 | 10 | 1 | 5 | 10 | 10 | -1 |
| COC(=O)[C@]12C[C@H](CC(=O)NCC34CC5CC(CC(C5)C3)C4)C(=O)N(Cc3cccc4ccccc34)C1=C[C@H](C(C)C)O[C@@H]2C1CC1 | 4 | . | -0.3 | 1 | 8 | 4 | -5 | 7 | . | 0 |
| O=C(CC(c1ccccc1)c1cc(Br)ccc1O)N1CCCCC1 (configuration not stated) | 1 | 0 | 0.9 | 4 | -22 | -1 | -2 | -10 | -4 | -4 |
| Cc1cc(C)nc(N/N=C2/CCSc3ccc(F)cc32)n1 | -9 | -11 | -1.2 | -2 | 0 | -3 | 0 | -1 | 7 | -17 |
| CCN1CCN(C(=O)C2=C(C(=O)O)CCCC2)CC1 | -2 | 1 | 0.0 | 1 | 5 | -1 | 1 | 5 | 0 | -2 |
| Nc1nc(C23CC4CCC(CC(C4)C2)C3)cs1 | -1 | -19 | -0.5 | 2 | 6 | -1 | 4 | 9 | -4 | 5 |
| CCCC(=O)N1CCC1(C)C(=O)NCc1ccc(SC)cc1 (configuration not stated) | 0 | 10 | 0.6 | -4 | -1 | 0 | 6 | -3 | 6 | 2 |
| COc1ccc(CN(C(=O)c2cc3ccccc3oc2=O)C2CCS(=O)(=O)C2)cc1OC (configuration not stated) | 0 | 4 | 0.5 | 1 | 2 | 0 | 1 | 5 | -4 | -6 |
| COc1cc(NC(=O)C2CCN(S(=O)(=O)c3cccc4nonc34)CC2)cc(OC)c1 | 6 | 0 | -0.4 | 12 | -15 | 2 | 0 | -2 | -8 | 2 |
| CCC(=O)c1cc2c(C)cc(=O)oc2c(C)c1O | -29 | -2 | -1.0 | 4 | 7 | 2 | 9 | -1 | 5 | -33 |
| COc1ccc(C(O)Cn2c(=N)n(CCCN(C)C)c3ccccc32)cc1 (configuration not stated) | 0 | -13 | -0.4 | -3 | 0 | 0 | -3 | 2 | -9 | -3 |
| N/C(CC(=O)NCCOc1ccccc1)=N\O | 0 | 9 | 0.0 | 6 | 4 | 1 | 9 | 6 | 3 | 1 |
| O=C(CCCN1C(=O)/C(=C/c2cccs2)SC1=S)NNC(=O)c1ccc(F)cc1 | 5 | 0 | -0.4 | 1 | 3 | 1 | 6 | -3 | 4 | 2 |
| O=C(COc1ncnc2c(Cl)cc(Cl)cc12)Nc1cc([N+](=O)[O-])ccc1Cl | 2 | 10 | 0.1 | -7 | -3 | -3 | 5 | 0 | -12 | -1 |

From PubChem
